Mito fusion yeast = blocks mitochondrial division or promotes mitochondrial fusion; S. cerevisiae fusion-defective mutant growth rescue, CellTiterGlo 48 h; Potency, µM (top dose mostly 46.1 µM), for inactives: top-dose growth rescue (activation), actives largely listed as activators; actives 0.23% (n = 320,000); AID 485298;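 note: potency is the fitted concentration of half-maximal effect; % of control where 0% means no effect; nearly all actives have a fitted effect of over 45% in size; temperature-sensitive fusion mutants such as fzo1-1 at 37 °C on non-fermentable ethanol glycerol medium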
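Luminescent cell viability in 1536-well qHTS format served as the measure of rescued growth in ts fusion-mutant S. cerevisiae cultured on non-fermentable YPEG for 48 hours at 37C.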
ELG1 DNA repair = inhibitors of ELG1-dependent DNA repair in HEK293T cells; actives 2.3% (n = 330,000); HEK293T ELG1-luciferase reporter, luminescence, 16 h; DNA damage induced by 5-fluorouridine; Potency, µM (top dose mostly 46.1 µM), inactives show top-dose activity change, negative = inhibition, most hits filed as inhibitors; note: potency is the fitted concentration of half-maximal effect; % is set by controls: 0 for no effect and ±100 for the full control effect; nearly all actives have a fitted effect of over 55% in size
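Reporter activity after DNA damage by 5-fluorouridine is monitored. Compound-treated cells incubate 16 hr at 37 °C, then ONE-Glo is added for 30 min before luminescence reading.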
TRPV1 ag = activates the human vanilloid receptor TRPV1. TRPV1-expressing cells, Fluo-8 calcium influx, agonist mode. Q8NER1. activation, % at 8.33 µM. actives 0.19% (n = 320,000); in the data active = activation above about 80%; inconclusive = between about 30% and that limit; note: 0% is about no effect
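Fluo-8 calcium influx in TRPV1-expressing cells, kinetic read (ex 480/em 520 nm). Compound added and read 3 min for agonist activity, followed by capsaicin at EC20 final and 2 min further read for enhancement.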
TSHR antag = antagonists of human thyroid stimulating hormone receptor. P16473. TSHR-expressing cells, TSH-stimulated cAMP HTRF, 2 h; stronger effect = lower value. activity change, negative = inhibition, % at 11.5 µM. actives 0.2% (n = 330,000);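 active = activity change below a set negative limit, meaning inhibition stronger than a set level, cut at about -70% in these data; inconclusive = activity change between two set negative limits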; note: % is set by controls: 0 for no effect and ±100 for the full control effect
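TSHR-expressing cells, 200/well, pre-treated with compound, then stimulated with EC80 TSH (4nM final) for 2 hours at 37 deg C. cAMP measured by competitive HTRF: anti-cAMP cryptate antibody in lysis buffer plus cAMP-d2, read after 30 minutes at room temperature.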
A-T KAP1 phos = potential ataxia-telangiectasia treatments restoring KAP-1 phosphorylation | […] A-T fibroblasts, KAP-1 phosphorylation AlphaLISA; neocarzinostatin DNA damage 30 min before lysis | Potency, µM (highest dose often 57.5 µM), inactives show top-dose activation, actives largely listed as activators | actives 0.19% (n = 320,000); note: potency is the fitted concentration of half-maximal effect; % of control where 0% means no effect; nearly all actives have a fitted effect of over 45% in size
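hTERT-immortalized A-T patient fibroblasts ([…]), 500 cells/well in OPTI-MEM, 1% FBS, got compounds for 60 min, then NCS for 30 min at 37C. Lysates were then assayed for phospho-KAP-1 by AlphaLISA (anti-pKAP1 donor, anti-KAP1 acceptor beads), 6 hr at 25C.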
TCR activator = T cell receptor activation; AID 504894; 330,000 tested, under 10 active; primary human leukocytes, anti-CD3, IL-2 HTRF, 48 h; Potency, µM (highest dose often 9.22 µM), without a hit: at the top dose activation of IL-2 secretion, usual class: activators; note: % of control where 0% means no effect
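Activity was scored as IL-2 release from primary human leukocytes given only a TCR signal (a-CD3 beads) plus compound for 48 hr. Detection used a two-antibody HTRF format read at 665nm.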
KCNH2 3.1 block = KCNH2 3.1 (human) potassium channel inhibition; activity change, % (tested at about 1.8 µM); actives 0.95% (n = 340,000); U2OS KCNH2 3.1, thallium flux FluxOr; stronger effect = lower value;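 active = maximum activity change below -70%; inconclusive = maximum activity change from -70% to -50%; inactive = maximum activity change above -50%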;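 note: thallium influx rate constant from kinetic fluorescence after stimulation buffer; % is set by controls: 0 for no effect and ±100 for the full control effect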
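We transduce U2OS cells with the mutant 3.1 virus, culture them overnight, load FluxOr with Red40 quencher for 45 min, then add stimulation buffer and read kinetically for 2 min to derive a normalized rate constant.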
USP2a inh = USP2a (human) protease inhibition. O75604. actives 0.01% (n = 330,000). USP2 core, Ub-CHOP2 coupled fluorogenic reporter, 485/531. AID 463254. Potency, µM (highest dose often 38.3 µM), for inactives: at the top dose activity change, negative = inhibition, hits mostly inhibitors;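 note: potency is the fitted concentration of half-maximal effect; plate controls were DMSO wells for no effect and full inhibition by NEM control for full effect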
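Cell-free coupled assay: 10nM USP2 core preincubated 30min RT with compound in Tris-HCl pH 8.0/CaCl2/CHAPS buffer, then 25nM Ub-CHOP2 and 25nM reporter substrate; fluorescence (Ex 485/Em 531) read after 60min RT, normalized to NEM inhibition, concentration-response curves fitted.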
Eya2 phos inh = Eya2 (human) phosphatase inhibition. recombinant Eya2, OMFP fluorescence dephosphorylation (OMFP is methylfluorescein phosphate). Potency, µM (series often up to 76.9 µM), without a hit: top-dose activity, negative = inhibition, actives largely listed as inhibitors. actives 0.006% (n = 330,000). O00167; note: potency is the fitted concentration of half-maximal effect; % is set by controls: 0 for no effect and ±100 for the full control effect
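Eya2 (0.2 uM) preincubated 10 min at ambient with compound, then OMFP substrate added at 50 uM; 10 min reaction in 50 mM HEPES pH 7.5, 50 mM NaCl, 5 uM MgCl2, 0.05% BSA, 1 mM DTT. Fluorescence read at Ex 485/Em 525 nm.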
KCNH2 WT inh = blocks the wildtype human KCNH2 potassium channel | activity change, % at 1.84 µM | U2OS, BacMam KCNH2, thallium flux FluxOr; stronger effect = lower value | actives 0.37% (n = 340,000) | AID 720551;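 active = maximum activity change below -70%; inconclusive = maximum activity change between -70% and -50%; inactive = maximum activity change above -50%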; note: % is set by controls: 0 for no effect and ±100 for the full control effect
Target sequence (Q12809 whole entry, looked up): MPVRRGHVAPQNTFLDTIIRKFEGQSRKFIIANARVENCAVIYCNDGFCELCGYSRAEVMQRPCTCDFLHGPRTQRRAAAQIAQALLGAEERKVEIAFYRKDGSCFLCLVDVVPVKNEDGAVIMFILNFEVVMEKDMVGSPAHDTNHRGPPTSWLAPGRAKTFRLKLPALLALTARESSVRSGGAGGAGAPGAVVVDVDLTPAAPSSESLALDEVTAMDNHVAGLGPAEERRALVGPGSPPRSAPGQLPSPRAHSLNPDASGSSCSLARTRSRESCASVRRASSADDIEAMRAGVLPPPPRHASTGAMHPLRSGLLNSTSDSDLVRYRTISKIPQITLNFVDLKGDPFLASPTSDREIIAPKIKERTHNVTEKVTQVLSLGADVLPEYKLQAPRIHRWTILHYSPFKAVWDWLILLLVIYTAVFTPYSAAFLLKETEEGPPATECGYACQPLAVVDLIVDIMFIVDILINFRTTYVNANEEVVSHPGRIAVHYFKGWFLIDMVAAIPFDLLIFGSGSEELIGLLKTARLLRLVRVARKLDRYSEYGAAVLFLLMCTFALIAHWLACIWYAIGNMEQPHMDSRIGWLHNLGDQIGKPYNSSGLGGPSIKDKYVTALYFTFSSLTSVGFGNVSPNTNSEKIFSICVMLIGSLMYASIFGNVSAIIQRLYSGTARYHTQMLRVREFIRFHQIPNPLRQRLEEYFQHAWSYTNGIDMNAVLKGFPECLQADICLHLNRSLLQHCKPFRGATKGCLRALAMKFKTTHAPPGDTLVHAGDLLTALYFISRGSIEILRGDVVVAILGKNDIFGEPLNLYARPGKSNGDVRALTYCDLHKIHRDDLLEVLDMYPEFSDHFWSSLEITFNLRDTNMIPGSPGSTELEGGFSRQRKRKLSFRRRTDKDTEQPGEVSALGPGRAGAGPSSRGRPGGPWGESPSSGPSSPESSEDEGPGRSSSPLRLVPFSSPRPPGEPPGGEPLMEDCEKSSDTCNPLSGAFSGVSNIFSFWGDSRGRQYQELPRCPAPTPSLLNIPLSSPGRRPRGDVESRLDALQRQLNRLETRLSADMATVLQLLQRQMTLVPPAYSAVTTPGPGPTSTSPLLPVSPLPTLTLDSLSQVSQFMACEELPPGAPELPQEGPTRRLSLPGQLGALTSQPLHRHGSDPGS
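U2OS cells transduced with wild-type KCNH2 virus are loaded with FluxOr dye for 45 min, and thallium flux is measured in kinetic reads before and after stimulation buffer. Rate constants are normalized to DMSO controls.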
* = called active by the depositor; ? = inconclusive; · = no result given; [ ] = another dose, or the depositor's remark. Unless noted, calls come from the whole dose curve; as a rule, active = well fitted curve in the direction sought with a large enough effect; inconclusive = small, poorly fitted or top-dose-only effect, or another doubt; inactive = no such curve, though single readings can be large; an effect the other way counts as inactive or inconclusive.

SMILES	Mito fusion yeast	ELG1 DNA repair	TRPV1 ag	TSHR antag	A-T KAP1 phos	TCR activator	KCNH2 3.1 block	USP2a inh	Eya2 phos inh	KCNH2 WT inh
O=C(CCCCn1c(=O)[nH]c2ccccc2c1=O)NCc1ccc2c(c1)OCO2	3%	-3%	0	-10	6%	4%	7	0%	-29%	-13
COC(=O)c1[nH]c(C)c(/C(O)=C2\C(=O)C(=O)N(CCN(C)C)C2c2cc(OC)ccc2OC)c1C (stereo not drawn)	-3%	8%	-4	-2	6%	1%	4	-2%	10%	1
Cc1ccc(S(=O)(=O)Nc2ccc(N(C)S(=O)(=O)c3ccc(C)cc3)cc2)cc1	3%	?	-2	-11	-2%	3%	-25	2%	-2%	2
CCOC(=O)c1sc2nc(-c3cccnc3)ccc2c1N	3%	?	4	-5	5%	-83%	14	1%	-2%	3
CC(C)NC(=O)C(Sc1ccccc1)c1ccccc1 (stereo not drawn)	1%	-4%	6	-5	5%	3%	-1	-1%	2%	-3
Cc1c(Cl)cccc1NC(=S)N1CCN(c2ccccn2)CC1	-6%	1%	3	5	2%	2%	3	-7%	-10%	31
FC(F)Oc1cccc2cccnc12	-4%	4%	-1	1	0%	3%[46.1 µM]	6	2%	0%	-9
CCN(CC)c1ncc(C#N)c(N)n1	-2%	0%	3	-5	-1%	1%	4	1%	22%	4
CCOC(=O)c1ccc(NS(=O)(=O)c2ccc3oc(=O)[nH]c3c2)cc1	-21%	5%	-1	-5	0%	-1%	-1	-2%	-5%	2
CCC(=O)N1CCN(c2ccccc2NC(=O)COc2ccc(C(C)C)cc2)CC1	21%	-22%	?	9	3%	12%	-10	5%	-3%	-5
O=C(COC(=O)CSc1cc(Cl)ccc1Cl)Nc1ncc(C(F)(F)F)cc1Cl	-6%	15%	-1	10	-3%	-1%[46.1 µM]	-18	-3%	-4%	9
OCCCNc1ncnc2c1[nH]c1ccccc12	-6%	0%	-4	15	39%	-1%	-1	-5%	4%	0
O=C(CC1Nc2ccccc2NC1=O)Nc1ccc2c(c1)OCO2 (stereo not drawn)	-3%	?	11	-4	0%	2%	3	0%	-9%	10
CN(C)CCCNCCCCNC(=O)/C=N/O	-5%	0%	3	4	-1%	-1%	-13	1%	12%	1
Cc1noc(C)c1S(=O)(=O)N1CCN(c2ccc([N+](=O)[O-])cc2)CC1	6%	5%	-1	18	23%	-1%	-80*	2%	2%	-47
O=Cc1s/c(=N\S(=O)(=O)c2ccccc2)n(CCCCl)c1Cl	1%	?	7	-70*	-6%	-1%	-30	3%	0%	-12
COc1ccccc1NC(=O)Nc1cc(C(C)(C)C)nn1C	4%	-3%	·	-11	3%	-9%	4	0%	11%	-3
CCOc1cc(NC(=O)C2CCCCC2)c(OCC)cc1NC(=O)c1ccccn1	2%	?	9	4	2%	-4%	·	-6%	-21%	-10
CN(Cc1ccco1)C(=O)Cn1ncc2c([nH]c3ccccc32)c1=O	1%	?	0	-3	5%	-3%	-8	1%	10%	2
CCOc1ccc(NC(=O)CCN2CCN(c3ccccc3OC)CC2)cc1	-3%	-2%	18	2	-1%	-1%	?	3%	5%	29
CC(=O)c1ccc(N2Cc3ccccc3/C2=N\C(=O)Nc2ccccc2)cc1	-5%	-2%	5	-4	3%	-9%[46.1 µM]	-6	0%	3%	6
O=C(CCNC(=O)c1ccccc1Cl)NCc1ccncc1	3%	4%	-1	8	14%	0%	4	3%	-25%	5
COc1ccc(N2C(=O)N(Cc3ccc(C)cc3)c3ccccc3S2(=O)=O)cc1	6%	?	-3	-7	-1%	5%	?	-2%	-10%	7
NC(=O)C1(N2CCCCC2)CCN(Cc2ccc(F)cc2)CC1	-1%	-2%	4	17	·	·	-4	-1%	0%	1
CS(=O)(=O)c1ccc(C(=O)Nc2ccc(N3CCCCC3)cc2)c(Cl)c1	4%	?	83*	-5	-2%	4%	-4	0%	7%	-4
CCNC(=O)C1CCCN1S(=O)(=O)c1ccc2ccccc2c1 (stereo not drawn)	-1%	5%	0	-6	4%	5%	3	4%	1%	-11
Cc1ccc(NC(=O)CSc2nnc(NC(=O)C3CC3)s2)cc1C	1%	6%	-1	-9	5%	6%	-31	0%	6%	-17
CC(C)(C)c1ccc(OCC(=O)NCC(c2cccs2)N2CCOCC2)cc1 (stereo not drawn)	16%	-18%	4	-10	3%	-2%	-5	3%	-2%	5
CCOC(=O)C1CCN(C(=O)CN(c2cccc(C(F)(F)F)c2)S(C)(=O)=O)CC1	0%	-17%	-1	6	2%	0%	-11	2%	2%	4
CCC(C)c1ccc(NC(=O)COC(=O)C2CCCC2)cc1 (stereo not drawn)	·	?	·	-13	15%	0%	7	-2%	-3%	-3
O=C(OCCCN1CCOCC1)c1ccc(O)c(O)c1	4%	?	-2	-3	1%	3%	-6	0%	-11%	3
Cc1ccc(CNC(=O)Nc2cccc(C)c2)cc1	3%	?	17	3	-2%	-2%	-4	2%	-3%	·
Cc1ccc(NC(=O)C2CCCN2C(=O)NC2CCCCC2)cc1F (stereo not drawn)	-4%	-1%	0	3	-3%	-3%	-3	0%	2%	5
Cc1ccc(O)c(NC(=O)c2cc(C)no2)c1	-3%	0%	-4	-4	0%	4%	-14	0%	19%	0
CCOc1ccc(C(=O)Nc2nc(C)c(C(=O)OC)s2)cc1	-1%	?	·	-3	8%	-7%	-8	0%	-7%	0
N#Cc1cc(-c2ccccc2)c[nH]c1=O	15%	-14%	0	26	4%	-2%	-9	1%	11%	11
CCCNC(=O)c1ccc(N2CCC3(CC2)CC(c2ccccc2)=NO3)c(NC(=O)c2ccc(Br)cc2)c1	2%	?	2	36	3%	-4%	?	2%	4%	?
COc1ccc(-c2cc(-c3ccc(OC)cc3)nc(-c3ccc4c(c3)NC(=O)CO4)c2)cc1	3%	?	-4	-1	17%	1%	-13	-1%	-3%	21
O=C1c2ccc([N+](=O)[O-])cc2C(=O)N1CNc1ccccn1	-8%	2%	1	-7	-2%	11%	-8	0%	14%	-10
COc1ccc(OC)c2[nH]c(C(=O)N/N=C/c3ccccc3O)cc12	1%	?	1	-11	9%	-3%	12	-5%	-10%	-8
CCO[C@H]1OC(C(=O)NCc2ccccc2)=C[C@@H](c2coc3ccccc3c2=O)[C@@H]1CCCO	-1%	-6%	2	6	7%	8%	-3	0%	-14%	1
O=C(O)c1ccc(/C=N/N2CCN(c3ccccc3)CC2)cc1	2%	?	0	-9	10%	·	22	0%	11%	3
CC(C)COc1nc2c(c(=O)n(C)c(=O)n2C)n1C	10%	7%	2	27	11%	-7%	25	-1%	17%	-16
CCOC(=O)c1c(NC(=O)CN2CCN(C(=O)c3ccco3)CC2)sc(C(N)=O)c1C	-1%	23µM*	1	-14	7%	1%	-2	-2%	17%	-3
CCOC(=O)CSc1nc(N)c(C#N)c(CC(C)C)c1C#N	-3%	12%	7	-3	7%	-4%	7	5%	0%	2
CCOC(=O)c1cc(C(C)(C)C)nc(SC)c1C#N	2%	2%	14	-9	7%	-7%	7	1%	-20%	0
O=c1[nH]c2cc(Cl)cc(Cl)c2[nH]c1=O	0%	1%	-6	5	3%	1%	9	-1%	7%	-7
CCCN(Cc1ccccc1)C(=S)Nc1ccc(F)cc1	-1%	-8%	8	-10	6%	2%	-6	3%	13%	5
Cc1ccc(C(=O)N/N=C\c2ccc(OC(=O)c3cccs3)cc2)cn1	7%	-3%	-2	-5	-3%	-2%[46.1 µM]	12	6%	-4%	-2
Cc1ccc(-n2c(C)cc(C)c(C#N)c2=O)cc1	3%	-1%	0	6	-6%	3%	12	4%	-15%	0
O=C(CCc1nc2ccccc2c(=O)[nH]1)Nc1ccc(F)c([N+](=O)[O-])c1	3%	?	-2	-13	1%	·	14	1%	11%	-5
CC(C)c1ccc(C(=O)Nc2ccc(N3CCOCC3)cc2)cc1	0%	15%	-3	0	1%	-15%	4	1%	4%	3
CC(C)OC(=O)c1ccc(N2C(=O)C3CC=CCC3C2=O)cc1 (stereo not drawn)	-1%	13%	11	-13	-1%	11%	8	-1%	-28%	-3
CCC1Sc2ccccc2N(CC(=O)NC2CCCC2)C1=O (stereo not drawn)	4%	18%	15	-11	0%	2%[46.1 µM]	-8	1%	6%	-6

At a glance, some entries already given.
SMILES	Mito fusion yeast	ELG1 DNA repair	TRPV1 ag	TSHR antag	A-T KAP1 phos	TCR activator	KCNH2 3.1 block	USP2a inh	Eya2 phos inh	KCNH2 WT inh
CC(C)OC(=O)c1ccc(N2C(=O)C3CC=CCC3C2=O)cc1 (stereo not drawn)	-1%	13%	11	-13	-1%	11%	8	-1%	-28%	-3
CCC1Sc2ccccc2N(CC(=O)NC2CCCC2)C1=O (stereo not drawn)	4%	18%	15	-11	0%	2%[46.1 µM]	-8	1%	6%	-6

Compound activity from PubChem.

Only part of the results is shown (hit frequency here may not be typical).
